LMPTP inh – LMPTP (human) inhibition | hit rate 0.22% among 360,000 | recombinant LMPTP-A, OMFP fluorogenic substrate, fluorescence intensity | inhibition, % at 20 µM | AID 651560;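 active means compounds that cut the enzyme signal by at least half of the control window in the single-dose screen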;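 further: plate controls were DMSO wells with enzyme plus substrate for no effect and substrate without enzyme for full effect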
Target sequence (P24666 whole entry, looked up): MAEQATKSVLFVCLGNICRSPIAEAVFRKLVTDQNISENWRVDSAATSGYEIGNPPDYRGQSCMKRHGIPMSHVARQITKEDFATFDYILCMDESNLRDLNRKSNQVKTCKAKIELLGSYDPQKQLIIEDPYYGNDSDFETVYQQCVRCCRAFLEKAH
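test system = LMPTP-A | amount = 0.625 nM LMPTP-A final | reagent = fluorogenic phosphatase substrate OMFP at 400 µM final | incubation = 50 min at room temperature | benchmarks = no-enzyme low control, uninhibited high control | medium = Bis-Tris pH 6.0, DTT, detergent | signal = fluorescence intensity of OMFP turnover product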
DNMT1 block – inhibitors of human DNMT1; P26358; DNMT1 molecular beacon, Hinp1I cleavage, fluorescence; inhibition (reported as % activation of signal), % at 10 µM; hit rate 0.83% among 360,000; in the data active means inhibition above about 50%
E coli Lon inh – inhibits E. coli Lon protease. inhibition, % at 7.94 µM. P0A9M0. purified E. coli Lon protease, fluorescence polarization. hit rate 0.42% among 360,000; in the data active means inhibition above about 13%, passing the limit was not always enough;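 further: 0% = enzyme with probe and DMSO and 100% = no enzyme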
SUMO1 PPI mod – modulators of human SUMO1-mediated protein-protein interactions; P63165; AID 602429; hit rate 0.33% among 360,000; inhibition, % at 20 µM; SUMO1 binding to a labelled peptide, TR-FRET, 1 h; in the data active means inhibition above about 37%
Target sequence (P63165 whole entry, looked up): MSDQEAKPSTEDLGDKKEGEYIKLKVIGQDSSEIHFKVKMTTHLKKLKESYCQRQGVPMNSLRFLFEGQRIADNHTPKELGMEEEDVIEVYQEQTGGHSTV
bovine MsrA act – bovine methionine sulfoxide reductase A activation; purified bovine MsrA, absorbance read-out; activation, % at 10.6 µM; hit rate 0.3% among 360,000; AID 602163; in the data active means activation above about 7.5%;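 further: 0% = vehicle and 100% = reference activator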
Scp-1 inhibitor – inhibitors of human Scp-1 phosphatase; Q9GZU7; Recombinant Scp1, phosphopeptide, malachite green phosphate absorbance; inhibition, % at 20 µM; hit rate 0.88% among 340,000; AID 493091;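 active means inhibition above about 50% at 20 µM, limit read from the data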;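 further: plate controls were DMSO wells with enzyme for no effect and wells lacking enzyme for full effect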
Target sequence (Q9GZU7 76-261 limits assumed): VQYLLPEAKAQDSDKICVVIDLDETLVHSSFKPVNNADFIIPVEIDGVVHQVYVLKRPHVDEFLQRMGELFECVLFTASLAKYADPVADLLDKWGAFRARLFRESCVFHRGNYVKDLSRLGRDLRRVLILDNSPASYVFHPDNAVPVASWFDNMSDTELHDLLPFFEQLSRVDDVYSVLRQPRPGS
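Test system: SCP-1 phosphatase catalytic domain, residues 76-261 | Compound dosing: One concentration, 20 µM, with 1.0% DMSO | Schedule: 45 min room-temperature reaction, 5 min colour, 30 min stabiliser | Detection: Absorbance at 630 nm | Read-out basis: % inhibition of SCP-1 phosphate liberation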
MsrA inhibitor – inhibitors of bovine MsrA; hit rate 0.75% among 360,000; inhibition, % at 15.5 µM; purified bovine MsrA, absorbance read-out; in the data active means inhibition above about 4.5%;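 further: 0% = vehicle wells with enzyme and 100% = reference inhibitor wells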
NRP1-CendR mod – alters CendR peptide binding to human NRP-1; inhibition, % at 25 µM; FAM-RPARPAR peptide binding to NRP-1, fluorescence polarization; O14786; hit rate 0.85% among 360,000;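 active means inhibition or corrected inhibition above about 18%, plus a signal ratio from 0.5 to 1.5, limit read from the data, passing the limit was not always enough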; further: strong numbers were not always called active
STEP inh – blocks human striatal-enriched tyrosine phosphatase; inhibition, % at 20 µM; hit rate 0.25% among 360,000; AID 588621; P54829; recombinant STEP, OMFP fluorogenic substrate, fluorescence;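 active means inhibition at 20 µM, scaled per plate between control wells, above about 37%, limit read from the data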;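 further: 0% = DMSO with enzyme and substrate and 100% = substrate only without enzyme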
Target sequence (P54829 whole entry, looked up): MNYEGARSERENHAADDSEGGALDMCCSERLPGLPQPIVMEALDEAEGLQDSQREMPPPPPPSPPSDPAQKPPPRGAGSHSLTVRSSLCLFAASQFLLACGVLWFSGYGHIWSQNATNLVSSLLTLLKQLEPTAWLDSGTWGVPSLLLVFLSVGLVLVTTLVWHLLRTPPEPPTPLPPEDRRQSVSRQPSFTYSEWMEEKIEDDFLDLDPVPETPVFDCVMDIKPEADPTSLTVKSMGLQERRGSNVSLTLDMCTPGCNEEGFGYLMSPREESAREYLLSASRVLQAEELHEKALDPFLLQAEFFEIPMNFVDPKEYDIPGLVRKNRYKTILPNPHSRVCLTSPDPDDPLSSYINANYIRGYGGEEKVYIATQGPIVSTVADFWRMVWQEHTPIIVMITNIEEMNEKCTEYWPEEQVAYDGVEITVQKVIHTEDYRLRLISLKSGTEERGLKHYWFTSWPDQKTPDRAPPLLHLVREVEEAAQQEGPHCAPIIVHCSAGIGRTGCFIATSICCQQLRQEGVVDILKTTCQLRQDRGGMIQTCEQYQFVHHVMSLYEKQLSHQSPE
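Measure: Control-normalized % inhibition with plate pattern correction | Test system: STEP phosphatase, cell-free reaction | Medium: pH 6.0 Bis-Tris with DTT and Tween 20 | Technique: Fluorescence, 480/540 nm | Times: Reaction 20 min, ambient temperature | Doses: Single compound dose of 20 µM, 1% DMSO final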
Tb MetRS inh – Trypanosoma brucei MetRS inhibition. purified T. brucei MetRS, ATP depletion, Kinase-Glo luminescence. inhibition, % at 11.9 µM. hit rate 0.4% among 360,000. AID 624268;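 active means inhibition above a per-plate cutoff of the control wells' mean inhibition plus 3 SD, cut at about 5.5% in these data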;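 further: 0% = DMSO wells median and 100% = median of wells with control inhibitor compound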
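assay system = parasite MetRS enzyme | timing = 15 min preincubation, 2 h reaction, all 25 °C | evaluation = percent inhibition relative to median high and low control wells | medium = HEPES buffer containing pyrophosphatase, BSA, spermine, DTT | compound = single dose, 11.9 µM final nominal, 0.9% final DMSO | detection = Kinase-Glo luminescence, ATP depletion format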
* hit, by the source's call; . = not tested or not shown. Not a hit list; any-hit rate near 4.3%.

SMILES | LMPTP inh | DNMT1 block | E coli Lon inh | SUMO1 PPI mod | bovine MsrA act | Scp-1 inhibitor | MsrA inhibitor | NRP1-CendR mod | STEP inh | Tb MetRS inh
Cc1ccc(C)c(NC(=O)CN(C)C(=O)c2ccc3ncsc3c2)c1 | -0.2 | 2 | 2 | 6 | -4 | 4 | 0.0 | 0 | 0 | -0.5
CCC(=O)NC1(C(F)(F)F)C(=O)Nc2c1c(=O)[nH]c(=O)n2CC(C)C (stereo unspecified) | -2.5 | 0 | 0 | 6 | -5 | -4 | -0.3 | -6 | -2 | -0.4
CCCCn1c(N)c(N(CC(C)C)C(=O)c2ccc(Br)o2)c(=O)[nH]c1=O | -0.1 | -2 | -3 | 1 | -2 | -3 | -0.3 | -4 | 0 | -0.5
O=C(NC(=S)Nc1cccc2c(O)cccc12)c1ccccc1[N+](=O)[O-] | 0.1 | -24 | 4 | -9 | -2 | -12 | 0.1 | 16 | 0 | -0.1
O=C(O)CSc1nnnn1C1CCCCC1 | -0.8 | 3 | -3 | 3 | -2 | -3 | 1.6 | 8 | 2 | -0.3
COc1cc(NC(=O)c2[nH]c(C)c(C(C)=O)c2C)cc(OC)c1OC | 0.9 | -2 | -1 | -8 | 0 | -4 | -0.5 | -2 | 0 | -0.2
COc1ccc(C(C)(O)c2nc(-c3cnc4ccccc4c3)cs2)cc1 (stereo unspecified) | 1.0 | -9 | 4 | -13 | -1 | . | -0.5 | -9 | -1 | 0.4
Cc1noc(C)c1CSc1nc2sc(C)c(C)c2c(=O)n1C1CCCC1 | 4.0 | -4 | 5 | 2 | -11 | -7 | 1.0 | 11 | 3 | -0.8
COc1ccc(-c2csc3nc(C(C)C)oc(=O)c23)cc1OC | 0.4 | 2 | -4 | 5 | -3 | -11 | 2.9 | -13 | -1 | 1.7
c1ccc(COC2CCCN(Cc3nc(-c4cnccn4)no3)C2)cc1 (stereo unspecified) | -1.5 | 3 | 2 | -6 | -12 | -4 | 0.3 | 0 | -2 | 1.1
O=C(O)C1CC(=O)N(c2ccc(F)c(F)c2)C1 (stereo unspecified) | 0.8 | 4 | -5 | -3 | -13 | -4 | 1.3 | 6 | -4 | -2.0
CC(=O)NC1=NN(C(C)=O)C(C)(c2ccc3ccccc3c2)S1 (stereo unspecified) | -1.1 | -5 | -2 | -2 | 2 | -12 | 0.3 | 2 | 3 | 0.3
Cc1cc(=O)n2[nH]c(SCc3ccccc3Cl)nc2n1 | -0.1 | 1 | -7 | 4 | 3 | -16 | -1.3 | 0 | -1 | 1.7
CCCc1cc2c(=O)c(-c3cscn3)c(C(=O)OCC)oc2cc1O | -0.8 | -2 | -13 | -5 | -1 | -11 | 1.4 | -3 | -2 | 1.2
Cn1cccc1C(=O)N/N=C/c1c(Cl)cccc1Cl | 3.3 | 5 | -2 | 4 | -3 | -15 | 1.7 | -6 | 4 | -1.1
Cc1nn(-c2ccccc2)c2nc(N)c(C(N)=O)cc12 | -0.4 | 2 | -2 | 0 | -4 | -12 | 0.5 | 7 | 0 | -1.3
Clc1ccccc1CN1CCSCC1 | 0.5 | 1 | -6 | 3 | 0 | -11 | -0.2 | -8 | 0 | -0.6
Cn1c(=O)oc2cc(S(=O)(=O)Nc3ccc4c(c3)OCO4)ccc21 | 0.4 | 14 | -25 | -4 | -4 | -11 | 0.3 | 9 | -1 | -1.1
COc1cc(C2C(C(=O)c3ccco3)=C(O)C(=O)N2Cc2ccccc2)ccc1O (stereo unspecified) | 1.6 | -1 | 7 | 0 | -5 | -3 | 2.9 | 3 | 4 | -1.1
CCOC(=O)c1ccc(NC(=O)C2CCN(S(=O)(=O)c3ccccc3)CC2)cc1 | 0.1 | -7 | -8 | 5 | -7 | -20 | 0.1 | 2 | -1 | -1.3
O=C1CC2CS(=O)(=O)CC2N1C1CCCCC1 (stereo unspecified) | 0.0 | 1 | 1 | 0 | -2 | -8 | 0.9 | 4 | -1 | -0.3
CNC(=O)/C(C#N)=C/c1ccc(-c2ccc(OC)cc2[N+](=O)[O-])o1 | 4.7 | -9 | 4 | -21 | -1 | -10 | 2.0 | -24 | 2 | 0.8
CCOc1ccccc1OCC(=O)Nc1ccc2[nH]c(=O)[nH]c2c1 | -1.2 | 2 | -8 | 7 | -2 | -5 | 0.7 | -2 | -4 | 0.0
CCOC(=O)N1CCC(NC(=O)c2sc3nc4n(c(=O)c3c2C)CCCC4)CC1 | -0.7 | 2 | -2 | -3 | 1 | -6 | 0.4 | 5 | 1 | -0.1
COCCn1c(C)cc(C(=O)CSc2cc(C)c3ccc(OC)cc3n2)c1C | 1.6 | -13 | 4 | -2 | -3 | -3 | 0.2 | -13 | -1 | -0.4

An excerpt from above in order of their number in MsrA inhibitor, rising.
SMILES | MsrA inhibitor
COc1ccc(C(C)(O)c2nc(-c3cnc4ccccc4c3)cs2)cc1 (stereo unspecified) | -0.5
CCCCn1c(N)c(N(CC(C)C)C(=O)c2ccc(Br)o2)c(=O)[nH]c1=O | -0.3
CCCc1cc2c(=O)c(-c3cscn3)c(C(=O)OCC)oc2cc1O | 1.4

Next section.
SMILES | LMPTP inh | DNMT1 block | E coli Lon inh | SUMO1 PPI mod | bovine MsrA act | Scp-1 inhibitor | MsrA inhibitor | NRP1-CendR mod | STEP inh | Tb MetRS inh
CCOC(=O)C1CCCN(C(=O)COc2ccc(S(=O)(=O)N3CCOCC3)cc2)C1 (stereo unspecified) | -1.1 | 2 | -7 | 1 | -5 | 7 | 1.0 | 0 | 0 | -0.4
CC(=O)N1c2ccc(S(=O)(=O)NCCC(=O)Nc3ccc(Cl)cc3)cc2CC1C (stereo unspecified) | -0.4 | 1 | 0 | 4 | 5 | . | -0.5 | 3 | 2 | 0.4
Cc1cccc(C(=O)NCC(=O)OCC(=O)NCCNC(=O)COC(=O)CNC(=O)c2cccc(C)c2)c1 | -0.5 | 1 | -3 | -1 | 0 | -5 | -1.8 | -4 | 0 | 0.0
Cc1c(NC(=O)CN(C)CC(=O)Nc2ccc(F)c(F)c2F)c(=O)n(-c2ccccc2)n1C | -0.6 | 0 | -6 | 0 | 0 | 5 | -0.5 | -2 | -3 | -0.4
CC1CCCCN1C(=O)c1cc2ccccc2cc1O (stereo unspecified) | -1.1 | 3 | 6 | -9 | -9 | -2 | 0.0 | 5 | -2 | -1.1
Cc1ccc2c(c1)CO[C@@]21O[C@H](CCO)C[C@H](O)[C@H]1O | -2.1 | 2 | 7 | 1 | 1 | . | -0.4 | -4 | 0 | 0.6
Nc1ccc2c(c1)C(=O)N(CC1CCCO1)C2=O (stereo unspecified) | -2.5 | -2 | 10 | -20 | -1 | -4 | -0.5 | 10 | -1 | 0.3
CCC1CCCCN1C(=S)Nc1ccc(S(=O)(=O)Nc2ncccn2)cc1 (stereo unspecified) | -0.7 | 0 | 7 | 3 | -9 | 18 | -0.4 | 2 | 2 | -1.1
CCCN=C(C)c1c(-c2ccccc2)[nH]n(-c2nc3ccccc3s2)c1=O | 2.4 | -4 | -2 | -2 | -4 | 20 | -1.1 | 1 | 5 | -0.3
CCOC(=O)c1c(NC(=O)CN2CCCCC2)sc2c1CCC(C=O)=C2Cl | 0.5 | 21 | 3 | 2 | -3 | -2 | 0.3 | -13 | 0 | -0.6
CC1CCCN(c2ccc(C(=O)NCc3ccco3)cc2[N+](=O)[O-])C1 (stereo unspecified) | 1.7 | 5 | 1 | -21 | -3 | -10 | 2.0 | 9 | -7 | -0.2
COc1cc(NC(=O)Cc2ccccc2)nc(OC)n1 | -2.3 | 2 | -10 | -5 | -1 | -10 | . | 13 | -4 | -0.8
COc1cc([N+](=O)[O-])cc(/C=N/NC(=O)Cn2nccc2C)c1O | 0.8 | 30 | -3 | -49 | -3 | -11 | 2.0 | -12 | 2 | 0.5
CC(C)CC(=O)Nc1nc2c(c(=O)[nH]1)CCCC2 | 0.4 | -1 | -19 | 0 | 1 | -2 | -1.0 | -34 | -3 | -0.1
CCOc1ccc2nc(S(=O)(=O)NC(=O)C3(C)CCN3C(=O)c3c(C)noc3C)sc2c1 (stereo unspecified) | -0.6 | 1 | 13 | 2 | -1 | . | 0.1 | 5 | -1 | 0.2
O=C(N/N=C/c1ccccn1)c1ccc(NC(=O)c2cccc([N+](=O)[O-])c2)cc1 | 0.4 | 3 | 2 | -11 | -4 | -3 | 0.6 | -14 | 1 | -0.2
CC1CCN(CCCNC(=O)C2CCC(=O)N2C2CCCC2)CC1 (stereo unspecified) | -3.1 | 2 | -2 | -1 | -2 | -11 | -0.2 | 1 | 1 | 0.1
COC(=O)CSc1nc(SC)nc2c1sc1nc(-c3ccco3)c3c(c12)CC(C)(C)OC3 | 1.6 | -2 | -2 | 3 | -5 | 3 | 1.3 | 1 | -1 | -0.8
C=CCOc1ccc(Cl)cc1CNC1CCCC1 | -0.7 | -8 | -8 | 1 | -2 | 0 | 0.0 | -10 | -4 | -0.4
Cc1sc2ncnc(SCC(=O)NC3CCS(=O)(=O)C3)c2c1C (stereo unspecified) | 0.3 | 2 | 6 | -3 | -2 | . | -0.2 | 4 | 0 | -0.2
Cc1c(NC(=O)CSc2nnc3c4ccccc4n(CCc4ccccc4)c3n2)c(=O)n(-c2ccccc2)n1C | -2.0 | -1 | -12 | -17 | -1 | 1 | 1.5 | 18 | -4 | -0.1
O=C(O)c1[nH]c2ccc(Cl)cc2c1CC(=O)N1CCN(C(=O)c2ccco2)CC1 | -0.2 | 25 | 3 | 27 | -8 | 15 | -1.2 | -58 | 1 | -0.3
CC(=O)N1CCN(C(=O)C2(NC(=O)Nc3ccc(C)cc3)CCCCC2)CC1 | 1.2 | 1 | 10 | 5 | -3 | -6 | -0.9 | 14 | -1 | 0.6
Cc1cc(C(F)(F)F)n2ncc(-c3ccc(F)cc3)c2n1 | 0.4 | 3 | 13 | -1 | -4 | -8 | -0.7 | -4 | -1 | -0.2
CCOC(=O)N1CCC(c2cc(=O)n3[nH]cc(C(=O)OC)c3n2)CC1 | -3.0 | -2 | -1 | 2 | -3 | 0 | -0.1 | 7 | -4 | -0.1
O=C(C(=NNc1ccccc1)C(=S)Nc1ccccc1)c1ccccc1 | 3.0 | -3 | 6 | 1 | -4 | . | . | -2 | 2 | -0.6
CCOC(=O)N1CCN(C(=O)C2CCN(S(=O)(=O)N(CC)CC)CC2)CC1 | -0.5 | 0 | 3 | -1 | 1 | -3 | -1.4 | 10 | -2 | -0.6

Screens as filed in PubChem BioAssay.
